Source: PubChem BioAssay
POLB inh: qHTS Assay for Inhibitors of DNA Polymerase Beta | P06746 | Pol beta primer extension/strand displacement, fluorescence kinetic | Potency, µM (titrated, usually from 114 µM), for the others: top-dose activity change, negative = inhibition, actives largely listed as inhibitors | 340,000 compounds, 1.3% hits | AID 485314, 2010; note: potency is the fitted concentration of half-maximal effect; % is set by controls: 0 for no effect and ±100 for the full control effect
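Human Pol beta at 10 nM; strand-displacement substrate 50 nM final. Compound exposure 15 min at room temperature before start, reaction 10 min at room temperature.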
12-LOX inh: Primary qHTS assay for inhibitors of human arachidonate 12S-lipoxygenase (ALOX12): Round 2; 580,000 compounds, 1.1% hits; purified 12hLO, xylenol orange hydroperoxide absorbance; AID 1671190, 2021; Polyunsaturated fatty acid lipoxygenase ALOX12 (Homo sapiens), P18054; Potency, µM (series often up to 108 µM), inactives show at the highest dose activity change, negative = inhibition, most hits filed as inhibitors; note: potency is the fitted concentration of half-maximal effect; % is set by controls: 0 for no effect and ±100 for the full control effect
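Hydroperoxide product was detected by ferrous iron/xylenol orange as the 573 to 405 nm absorbance ratio. Arachidonic acid at 40 uM (final) was turned over for 30 min at room temperature by 150 nM human 12hLO, pH 7.0 Hepes buffer, after 15 min compound preincubation.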
RGS4 inh: Inhibitors of Regulator of G Protein Signaling (RGS) 4: qHTS | Regulator of G-protein signaling 4 (Homo sapiens), P49798 | Transcreener GDP fluorescence polarization, RGS4-accelerated GTP hydrolysis | Potency, µM (series often up to 114 µM), without a hit: top-dose activity change, negative = inhibition, actives largely listed as inhibitors | 390,000 compounds, 0.039% hits | AID 504845, 2011; note: potency is the fitted concentration of half-maximal effect; % is set by controls: 0 for no effect and ±100 for the full control effect; nearly all actives have a fitted effect of over 75% in size; some results filed as inactive show a strong effect at the top dose
Target sequence (P49798 whole entry, looked up): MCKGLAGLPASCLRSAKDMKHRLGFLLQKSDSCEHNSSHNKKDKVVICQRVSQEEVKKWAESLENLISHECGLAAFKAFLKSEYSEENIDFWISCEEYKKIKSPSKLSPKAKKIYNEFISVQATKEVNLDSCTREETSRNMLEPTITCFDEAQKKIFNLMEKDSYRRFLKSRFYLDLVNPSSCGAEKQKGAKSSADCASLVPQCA
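MLSMR compounds (23 nl, pin-transferred) preincubated 10 min at room temperature with a 500nM (2x) first reagent, then RGS4 at 900nM (2x) plus Transcreener GDP mix added; fluorescence polarization (620/688 nm) read before and after 90 min at 30 °C.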
POLK inh: qHTS for Inhibitors of Polymerase Kappa | DNA polymerase kappa (Homo sapiens), Q9UBT6 | purified Pol kappa, fluorescent DNA synthesis assay, 10 min | Potency, µM (doses to about 107 µM), for inactives: at the top dose activity, negative = inhibition, actives largely listed as inhibitors | 400,000 compounds, 0.53% hits | AID 588579, 2011; note: potency is the fitted concentration of half-maximal effect; % is set by controls: 0 for no effect and ±100 for the full control effect
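Enzyme at 10 nM met test compounds for 15 min at room temperature. Substrate addition (50 nM final) began the reaction, which was monitored by fluorescence at 0 and 10 min.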
APE1 inh: qHTS Assay for Inhibitors of the Human Apurinic/apyrimidinic Endonuclease 1 (APE1). DNA repair nuclease/redox regulator APEX1 (Homo sapiens), P27695. recombinant APE1, TAMRA/BHQ-2 abasic DNA cleavage fluorescence. Potency, µM (series often up to 65.8 µM), for the others: at the top dose activity change, negative = inhibition, hits mostly inhibitors. 350,000 compounds, 0.35% hits;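 note: potency is the fitted concentration of half-maximal effect; plate controls were vehicle for no effect and reference inhibitor for full effect; nearly all actives have a fitted effect of over 55% in size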
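Quantitative HTS: incision of a TAMRA/BHQ-2 double-stranded substrate bearing a tetrahydrofuran abasic site by 0.75 nM APE1 raises fluorescence. Substrate 50 nM final, added after 15 min compound preincubation at room temperature; progress as third-minus-first kinetic read difference.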
LDHA inh: qHTS assay for inhibitors of human lactate dehydrogenase. purified LDHA, NADH/diaphorase-resazurin fluorescence; hits give low values. activity change, % (values are at about 110 or 230 µM). 480,000 compounds, 0.15% hits. L-lactate dehydrogenase A chain (Homo sapiens), P00338; in the data active = activity change below about -30%; inconclusive = mostly about -25% to -30%;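 note: plate controls were DMSO wells for no effect and wells without enzyme for full effect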
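LDH5 2 nM; NADH 0.06 mM, pyruvate 0.2 mM; 200 mM Tris pH 7.4, EDTA, Tween-20; 5 min RT. Detection: diaphorase 0.133 mg/mL + resazurin 37 µM, fluorescence ex540/em590 at 0 and 20 min; normalized to enzyme-free and DMSO wells.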
Pol eta inh: qHTS for Inhibitors of Polymerase Eta; DNA polymerase eta (Homo sapiens), Q9Y253; 390,000 compounds, 1.2% hits; recombinant Pol eta, fluorescent DNA replication assay; Potency, µM (highest dose often 114 µM), inactives show top-dose activity change, negative = inhibition, usual class: inhibitors; note: potency is the fitted concentration of half-maximal effect; % is set by controls: 0 for no effect and ±100 for the full control effect
Target sequence (Q9Y253 whole entry, looked up): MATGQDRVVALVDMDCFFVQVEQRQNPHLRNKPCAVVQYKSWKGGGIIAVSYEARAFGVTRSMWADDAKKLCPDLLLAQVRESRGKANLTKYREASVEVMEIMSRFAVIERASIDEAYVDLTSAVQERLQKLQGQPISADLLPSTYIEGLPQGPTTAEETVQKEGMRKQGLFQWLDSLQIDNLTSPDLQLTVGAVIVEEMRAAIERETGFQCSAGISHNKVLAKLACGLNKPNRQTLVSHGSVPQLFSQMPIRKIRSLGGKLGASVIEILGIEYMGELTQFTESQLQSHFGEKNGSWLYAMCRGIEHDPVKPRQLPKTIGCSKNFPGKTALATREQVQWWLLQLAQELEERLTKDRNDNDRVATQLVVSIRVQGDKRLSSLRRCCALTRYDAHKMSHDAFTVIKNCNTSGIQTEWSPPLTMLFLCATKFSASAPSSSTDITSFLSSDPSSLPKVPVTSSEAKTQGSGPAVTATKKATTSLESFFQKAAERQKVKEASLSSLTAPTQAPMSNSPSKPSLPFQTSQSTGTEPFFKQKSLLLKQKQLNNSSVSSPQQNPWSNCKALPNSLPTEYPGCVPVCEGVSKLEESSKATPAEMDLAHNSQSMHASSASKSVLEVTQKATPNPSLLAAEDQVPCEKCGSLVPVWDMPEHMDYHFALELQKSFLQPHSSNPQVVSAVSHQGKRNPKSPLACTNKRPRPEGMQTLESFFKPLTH
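Fluorescent replication assay: 50 nM final substrate added after a 15 min room-temperature compound preincubation with 10 nM enzyme. Signal taken at 0 min and again at 10 min.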
Anesthetic bind: qHTS Assay for Identification of Novel General Anesthetics. Ferritin light chain (Equus caballus), P02791. apoferritin/1-aminoanthracene competitive binding, fluorescence. Potency, µM (titrated, usually from 77.5 µM), inactives show at the highest dose activity change, negative = displacement, actives largely listed as inhibitors. 350,000 compounds, 0.074% hits. AID 485281, 2010; note: potency is the fitted concentration of half-maximal effect; % is set by controls: 0 for no effect and ±100 for the full control effect; nearly all actives have a fitted effect of over 20% in size
Target sequence (P02791 2-175 limits assumed): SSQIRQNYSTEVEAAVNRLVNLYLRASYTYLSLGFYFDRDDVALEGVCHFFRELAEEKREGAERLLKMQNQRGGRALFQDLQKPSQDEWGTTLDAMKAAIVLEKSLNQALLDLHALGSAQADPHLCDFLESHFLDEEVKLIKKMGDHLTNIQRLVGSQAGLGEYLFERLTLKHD
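Horse-spleen apoferritin (10 uM) in 50% saturated 1-aminoanthracene in PBS was incubated 10 min at room temperature with compound. Fluorescence (ex 380, em 535 nm) was normalized to free and bound 1-AMA, with concentration-response fitted by a four-parameter Hill equation.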
ERG-DNA inh: qHTS for Small Molecule Inhibitors of the ERG Ets/DNA interaction; 370,000 compounds, 0.028% hits; fluorescence polarization, His-ERG Ets domain / labelled DNA; AID 624246, 2012; Potency, µM (titrated, usually from 76.9 µM), for inactives: at the top dose FP activity, negative = inhibition, actives largely listed as inhibitors; active = well fitted inhibition curve with a large enough effect in the polarisation, with a control signal flat; inconclusive = small, poorly fitted or top-dose-only effect, or effect the other way, or a change in a side signal; inactive = no such curve, though single readings can be large or run the other way; the % refers to the polarisation;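 note: polarization taken with two DNA probes labelled with fluorescein and Texas red; potency is the fitted concentration of half-maximal effect; % of control where 0% means no effect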
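His-tagged ERG Ets domain (1 uM in the protein solution; 300mM KCl, 50mM Tris-HCl, 1mM EDTA, 1mM DTT, pH 7.5) received compound, then a probe mix of 5 nM fluorescein-DNA and 100nM Texas-615-DNA. Fluorescence polarization was read for both dyes.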
* marks the source's active call; other numbers are inactive results; ? = inconclusive; · = not tested or not shown; [ ] = remark or other dose. Unless noted, calls come from the whole dose curve; as a rule, active = well fitted curve in the direction sought with a large enough effect; inconclusive = small, poorly fitted or top-dose-only effect, or another doubt; inactive = no such curve, though single readings can be large; an effect the other way counts as inactive or inconclusive. The list is partial, so the mix of outcomes need not match the whole.

| canonical_smiles | POLB inh | 12-LOX inh | RGS4 inh | POLK inh | APE1 inh | LDHA inh | Pol eta inh | Anesthetic bind | ERG-DNA inh |
| --- | --- | --- | --- | --- | --- | --- | --- | --- | --- |
| O=C(c1cc2c(s1)-c1ccccc1OC2)N1CCC2(CC1)OCCO2 | -1% | 2% | 9% | -9% | -7% | -7 | -4% | 61%[activator] | -8% |
| Cc1cc(OCC(=O)N2CCC(C(N)=O)CC2)c2c3c(c(=O)oc2c1)CCCC3 | 52% | -1% | 22% | 0% | 0% | -4 | -11% | -1% | -2% |
| O=C1NC(=O)N(c2cccc(F)c2)C(=O)/C1=C/c1ccc(N2CCOCC2)cc1 | ? | ? | -42% | -20% | -1% | 0 | 4% | -15% | 7% |
| Cc1ccccc1OCCCn1cc(C(=O)C(=O)N2CCOCC2)c2ccccc21 | 0% | 2% | 4% | -5% | 3% | -8 | -6% | -11% | 7% |
| COc1cc2c(cc1OC)CC[N+](C)=C2 | 0% | ? | -23% | 4% | 3% | -5 | -2% | 424%[activator] | -4% |
| Cc1cc(C)cc(N2C(=O)NC(=O)/C(=C\c3cc(C)n(C)c3C)C2=O)c1 | 1% | -19% | 19% | -15% | 4% | -5 | -26% | -9% | 3% |
| COCCNC(=O)N1[C@H]2CC[C@@H]1C(C(=O)OC)=C(c1cccc(C#N)c1)C2 | · | 3% | 13% | 3% | 14% | 0 | -12% | · | -7% |
| C[N+](C)(C)CCCCCCCCCC[N+](C)(C)C | 21% | 1% | 16%[56.9 µM] | 2%[60.1 µM] | ? | -5 | -19% | 10% | ? |
| Cc1cccc(C(=O)O)c1O | · | -2% | · | -4%[60.1 µM] | 19% | · | · | 6% | · |
| Cc1ccc(-n2c(-c3cccs3)nc3ccccc3c2=O)cc1 | 11% | -19% | -7% | -4% | -5% | -11 | -12% | -14% | -5% |
| CC1=C2[C@@H]3OC(=O)[C@H](C)C3CC[C@@]2(C)C=CC1=O (stereo not given in full) | -3% | 10% | -6% | 2% | -9% | -4 | -5% | 3% | 9% |
| COc1ccc([C@@H](O)[C@@H](N)c2ccccc2)cc1 | · | 177%[activator] | 15% | 2% | · | -8 | -8% | · | 4% |
| Nc1ccc2c3c(cccc13)CC2 | 24% | 0% | -51% | -13% | ? | 7 | -10% | -7% | 5% |
| Cc1ccccc1NC(=O)Oc1cccc(OC(=O)c2ccccc2)c1 | 6% | 10% | -29% | 9% | 0% | 3 | -4% | ? | 4% |
| COc1ccc(CC[n+]2cc(/N=C(\C)[O-])on2)cc1OC | 24% | 6% | -30% | -10% | 4% | 5 | -9% | -4% | · |
| O=C(CNS(=O)(=O)c1cccs1)N1CCC2(CC1)OCCO2 | 19% | -6% | 16% | -15% | 0% | 0 | -9% | -6% | -11% |
| CC1CCC(N(C)C2CCN(C)CC2)CC1 (stereo not given) | -22% | 0% | 2% | 9% | 43% | 0 | -3% | -1% | -15% |
| CC/C(=C\C=C\[C@@H]1C=C[C@@H]2CCC[C@H]2[C@@H]1C(=O)c1ccc[nH]1)[C@@H]1O[C@@H]([C@@H](C)C(=O)O)CC[C@@H]1C | ? | · | -19% | ? | -13% | 3 | 89µM* | -17% | -4% |
| C=CCN1C(=O)NC(=O)/C(=C/c2cnc(SC)nc2)C1=O | 30% | ? | ? | -6% | -3% | -5 | -2% | -14% | -15% |
| CN(C)C(=O)Oc1cccc2c(OC(=O)N(C)C)cccc12 | 15% | 0% | -5% | 0% | 1% | 6 | 3% | -9% | -1% |
| O=C(NCc1ccccn1)c1ccccc1Cl | 3% | 4% | -13% | -10% | 3% | -2 | -8% | -4% | -9% |
| O=C(/C=C/c1ccc(Cl)cc1)NC(=S)N1C[C@H]2C[C@H](C1)c1cccc(=O)n1C2 | 1% | -19% | -24% | -16% | 9% | -5 | -7% | -12% | -8% |
| CC/C=C/CC(=O)N[C@@H](c1ccccc1)[C@@H](O)C(=O)O[C@H]1C[C@@]2(O)[C@@H](OC(=O)c3ccccc3)C3[C@](C)(C(=O)[C@H](OC(C)=O)C(=C1C)C2(C)C)[C@@H](O)C[C@H]1OC[C@@]31OC(C)=O (stereo not given in full) | 1% | -2% | 12% | -19% | 19% | -7 | -27% | ? | -3% |
| CCCCCCn1c(=O)c(C(=O)Nc2ncccc2C)c(O)c2ccccc21 | 7% | 7% | 10% | -8% | 5% | -6 | 4% | -21% | 10% |
| Cc1cccc(NC(=O)Cn2cc(C(=O)c3ccccc3)c3ccccc32)c1C | 29% | -14% | -16% | -10% | · | -2 | 7% | -10% | -1% |
| N#CC1=C(N)Oc2c(c(=O)oc3ccccc23)C1c1cccnc1 (stereo not given) | 20% | 9% | -15% | 3% | -1% | 1 | -7% | -8% | -3% |
| CC(C)Cc1nc2cccnc2n1C1CCNCC1 | 14% | -12% | 9% | -12%[60.1 µM] | · | -6 | -3% | 56%[activator] | 0% |
| Cc1cc(C)nc(-n2c(C)nc3cc(Cl)ccc3c2=O)c1 | 6% | 356%[activator] | 0% | -5% | 2% | -1 | -7% | -6% | 3% |
| CCCNC(=O)N1[C@H]2CC[C@@H]1C(C(=O)OC)=C(c1ccc(C(C)=O)cc1)C2 | · | -3% | 11% | -14% | 1% | -3 | -21% | · | 9% |
| C=C(C)C1(CCCC)C(=O)NC(=S)NC1=O | · | 45µM* | ? | -2% | · | -3 | -23% | · | 1% |
| CCOc1ccc(N2C(=O)NC(=O)/C(=C/c3cnc(SC)nc3)C2=O)cc1 | 29% | -17% | ? | -12% | -16% | -4 | 5% | -14% | -6% |
| C=CCn1c(O)c(C=NC2CCN(Cc3ccccc3)CC2)c(=O)[nH]c1=O | 0% | 0% | 11% | 9% | 3% | -2 | -12% | -1% | 7% |
| C=CCn1c(O)c(C(CC)=Nc2ccc(N(CC)CC)cc2)c(=O)[nH]c1=O | 7% | ? | 9% | -18% | 18% | 9 | -12% | -8% | 10% |
| COC(=O)C1=C(c2ccc(-c3ccccc3)c(F)c2)C[C@@H]2CC[C@H]1N2C(=O)NCCNC(C)=O | · | -3% | 0% | -6% | 10% | -2 | -15% | · | 10% |
| CC(=O)c1cn(Cc2ccc(F)cc2)c2ccccc12 | ? | 32% | 22% | 7% | 39% | -9 | -3% | -18% | -4% |
| O=C(Cc1cc(=O)oc2cc(O)ccc12)NN=Cc1ccc(N(CCCl)CCCl)cc1 | · | -3% | -44% | ? | · | -5 | 16µM* | · | 4% |
| CCN(CC)P(c1n(C)cc[n+]1C)N(CC)CC | 48%[activator] | ? | -15% | -2% | 23% | -15 | -8% | 1% | 11% |
| C=CCn1c(O)c(C(C)=NCc2ccco2)c(=O)[nH]c1=O | 5% | 0% | -9% | 3% | -1% | -1 | -10% | -16% | -3% |
| CCCCn1c(NS(=O)(=O)c2ccccc2)c(C(=O)OCC)c2nc3ccccc3nc21 | -13% | 0% | -17% | -18% | 3% | 6 | ? | ? | -8% |
| COc1ccccc1CC(=O)N1CCN(CCc2ccccc2)CC1 | -20% | -29% | -18% | -23% | -1% | -4 | -6% | -7% | -7% |
| CCn1c(-c2nn(-c3ccccc3)ccc2=O)n[nH]c1=S | 16% | -14% | -11% | 4% | 20% | 5 | -15% | -6% | -2% |
| COc1ccc(C(=O)C2(C)N(O)C(C)C(c3cccs3)=[N+]2[O-])cc1 (stereo not given) | 3% | 22% | 16% | -7% | 2% | -3 | -4% | -3% | 6% |
| CCCc1[nH][nH]c(=O)c1C(c1ccccc1)C(C#N)C#N (stereo not given) | 0% | -22% | ? | -5% | -2% | 2 | -14% | -3% | 6% |
| Cc1ccc(NP(=O)(Oc2ccccc2F)Oc2ccccc2F)cc1C | -17% | -23% | 2% | ? | -4% | -1 | -17% | 22% | -8% |
| O=c1[nH]c(=O)n(CCc2ccccc2)c(O)c1C=NCCN1CCNCC1 | 23% | 147%[activator] | -4% | 9% | 1% | 3 | -10% | -12% | 4% |
| Cc1ccccc1-c1nc(CN2C(=O)CN=C(c3ccccc3)c3ccccc32)c(C)o1 | -8% | -21% | 7% | -12% | · | 5 | -23% | ? | -2% |
| C[C@]12CCC3C(CC[C@H]4[C@H](O)[C@H](O)CC[C@]34C)C1CC[C@@H]2O (stereo not given in full) | · | -12% | 7% | 9% | · | -6 | -9% | · | 0% |
| CC(C)(C)c1ccc(OCCON2C(=O)CCC2=O)c(Cl)c1 | 7% | 3% | -4% | -22% | 5% | 3 | -18% | ? | 4% |
| O=c1c2ccccc2ncn1-c1ccc([N+](=O)[O-])c(C(F)(F)F)c1 | ? | -29% | 1% | -11% | -7% | -4 | -13% | -5% | -10% |
| CN1CCc2nc3sc(C#N)c(N)c3c(-c3cccs3)c2C1 | -21% | ? | -49% | -11% | -1% | 13 | -2% | -14% | -1% |
